GSK3B inh: inhibitors of human GSK3beta kinase. GST-GSK3beta kinase, ADP-Glo luminescence, 60 min; stronger effect = lower value. activity score (negative = inhibition), % at 10 µM. 300,000 compounds, 0.038% hits. AID 2097;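 active means more than half of replicate wells score below -50%, meaning over 50% inhibition versus plate controls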;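 further: 0% = median DMSO wells and -100% = median GW8510 positive control wells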
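Assay system: GST-fused GSK3beta enzyme, cell-free / Medium: Tris pH 7.5 buffer with MgCl2, DTT, BSA, heparin / Also added: peptide substrate plus 25 µM ATP (final) / Compound: 10 µM single point / Timing: kinase reaction with compound 60 min at room temperature / Detection: ADP-Glo luminescence / Benchmarks: DMSO neutral wells and GW8510 at 20 µM as positive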
KCNK9 block: inhibitors of human KCNK9 two-pore domain potassium channel; Q9NPC2; HEK293 KCNK9, FluxOR thallium flux fluorescence; stronger effect = lower value; B-score at 10 µM; 310,000 compounds, 1.2% hits; AID 488922;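 active means ratio B-score over 3 SD below the library mean, with starting fluorescence within 5 SD of its mean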;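 further: negative B-score means less thallium flux so channel inhibition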
Target sequence (Q9NPC2 whole entry, looked up, the tested form may be a part): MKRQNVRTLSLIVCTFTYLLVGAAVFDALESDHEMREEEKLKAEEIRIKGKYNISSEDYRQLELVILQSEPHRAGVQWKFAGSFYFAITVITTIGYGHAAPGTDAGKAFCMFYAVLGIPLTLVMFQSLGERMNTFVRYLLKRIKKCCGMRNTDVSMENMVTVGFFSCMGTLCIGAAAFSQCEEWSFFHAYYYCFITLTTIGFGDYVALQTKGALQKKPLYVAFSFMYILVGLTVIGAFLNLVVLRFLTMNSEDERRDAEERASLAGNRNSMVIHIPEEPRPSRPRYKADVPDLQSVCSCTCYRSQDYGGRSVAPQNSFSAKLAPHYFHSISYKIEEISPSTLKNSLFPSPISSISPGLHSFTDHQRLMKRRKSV
KCNK3 inh: human KCNK3 channel inhibition, primary screen; O14649; CHO-KCNK3 thallium flux, FluxOR fluorescence; stronger effect = lower value; B-score at 10 µM; 340,000 compounds, 0.84% hits;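 active means B-score under library mean minus 4 SD, starting fluorescence ratio at most library mean plus 5 SD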;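 further: more negative B-score means stronger inhibition of thallium flux through KCNK3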
Target sequence (O14649 whole entry, looked up): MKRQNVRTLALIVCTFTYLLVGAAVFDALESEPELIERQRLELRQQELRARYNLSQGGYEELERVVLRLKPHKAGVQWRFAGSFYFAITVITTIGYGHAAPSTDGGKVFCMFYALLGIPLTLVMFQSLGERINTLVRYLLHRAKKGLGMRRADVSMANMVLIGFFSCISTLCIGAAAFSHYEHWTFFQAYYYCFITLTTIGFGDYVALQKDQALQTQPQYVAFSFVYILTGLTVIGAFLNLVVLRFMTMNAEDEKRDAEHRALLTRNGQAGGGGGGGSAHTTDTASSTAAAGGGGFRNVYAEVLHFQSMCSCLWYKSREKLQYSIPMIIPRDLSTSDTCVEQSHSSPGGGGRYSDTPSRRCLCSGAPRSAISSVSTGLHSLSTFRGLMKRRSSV
RGS4 inh: human RGS4 inhibition; P49798; HEK293 M3R/RGS4 inducible, Fluo-4 calcium flux; stronger effect = higher value; triggered by carbachol at its EC20; B-score at 10 µM; 310,000 compounds, 0.45% hits;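 active means B-score, a plate-corrected calcium signal, over three deviations above library mean, with baseline fluorescence within five deviations of library mean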;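 further: RGS4 expression induced by doxycycline in cells with stable M3 receptor; B-score is computed from the integrated fluorescence ratio over baseline after carbachol; higher B-score means a larger calcium signal and so more RGS4 inhibition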
Target sequence (P49798 whole entry, looked up): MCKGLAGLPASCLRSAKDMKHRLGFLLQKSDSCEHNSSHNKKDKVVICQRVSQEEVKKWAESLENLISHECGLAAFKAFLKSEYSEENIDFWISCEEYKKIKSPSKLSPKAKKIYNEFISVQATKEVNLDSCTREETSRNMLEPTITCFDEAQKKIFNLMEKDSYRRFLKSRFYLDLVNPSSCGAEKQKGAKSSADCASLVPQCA
KCNQ1 block: inhibitors of human KCNQ1 potassium channel; P51787; 310,000 compounds, 1.3% hits; B-score at 10 µM; CHO-K1 KCNQ1, FluxOR thallium flux fluorescence; stronger effect = higher value;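 active means compounds whose thallium flux B-score, printed positive for inhibition, exceeds three library SD while starting fluorescence stays within three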;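 further: channel opened by potassium depolarization with thallium stimulus after 20 min compound exposure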
DYRK1A inh: blocks rat Dyrk1A kinase activity; inhibition, % at 12.5 µM; 310,000 compounds, 0.43% hits; AID 504441; ADP-Glo luminescence, NFATc1 peptide; in the data active means inhibition above about 50%;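 further: plate controls were vehicle with enzyme for no effect and no enzyme for full effect; many of its hits are not listed in these tables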
hERG rescue: compounds protecting human hERG from proarrhythmic drug block. Q12809. CHO-hERG, FluxOR thallium flux, dofetilide IC70 present. activation (rescue from dofetilide block), less the hit threshold, % at 10 µM. 310,000 compounds, 0.51% hits;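 active means activation above the mean of controls blocked by dofetilide plus 5 SD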;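 further: thallium influx through hERG after potassium depolarization seen as dye fluorescence rise; in these data hits start at about 4.7%; inactives centre near -7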
GSK3 alpha inh: blocks human GSK-3 alpha kinase; 320,000 compounds, 0.1% hits; AID 2650; inhibition, % at 10 µM; ADP-Glo luminescence, 60 min;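 in the data active means inhibition above about 50%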;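 further: GST-tagged GSK-3 alpha with peptide substrate and 25 µM ATP; 0% = DMSO neutral wells and 100% = GW8510 positive control wells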
RGS4 act: potentiators or activators of RGS4; 310,000 compounds, 0.92% hits; HEK293 M3R/inducible RGS4, carbachol calcium flux Fluo4; stronger effect = lower value; B-score at 10 µM;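 active means B-score of the integrated calcium signal more than 4 SD below the library mean, with starting fluorescence not abnormally high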;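 further: negative B-score means reduced calcium response which marks RGS4 activation or potentiation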
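Assay system: HEK293 FlpIn-TREx cells, stable M3R, doxycycline-inducible RGS4 / Probe or stimulus: carbachol, ECmax concentration / Times: overnight RGS4 induction, 30 min dye load 37 °C, 20 min compound RT / Signal: kinetic calcium fluorescence imaging with Fluo4-AM dye, 2 µM / Measure: Agonist-evoked peak-minus-minimum fluorescence over baseline, integrated ratio, B score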
KCNQ1 pot: human KCNQ1 channel potentiation or activation; 310,000 compounds, 0.35% hits; B-score at 10 µM; CHO-K1 KCNQ1, thallium flux FluxOR fluorescence; stronger effect = higher value; AID 2648;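 active means fluorescence ratio B-score, a plate-corrected score, at least three library SD, with initial intensity B-score within 5 SD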
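System: Stable KCNQ1 CHO-K1 line | Incubation: 90 min dye loading and 20 min compound exposure, both at room temperature | Measure: Ratio B score | Medium: Assay buffer for compound exposure, DMSO matched across wells | Compound dosing: Single-concentration screen | Probe or stimulus: K+/Tl+ depolarizing stimulus | Measured by: Kinetic FluxOR fluorescence, 10 s baseline plus 110 s post-stimulus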
PolyA inh: blocks polyadenylation in yeast reporter cells; S. cerevisiae SKY197-pL101 polyadenylation reporter, beta-gal luminescence; efflux-impaired pdr1/pdr3 knockout yeast; score 100 = 6 SD above DMSO; calls only at 12 µM; 300,000 compounds, 0.02% hits; AID 1875;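 active means lowest replicate activity score at least 50, where 100 means six control SD above control mean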;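 further: yeast exposed to compound for 9 h at 30 °C; higher score means more reporter readthrough which indicates perturbed polyadenylation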
Numbers without * were called inactive.

Screening Cc1ccc(C(=O)c2cc(C)sc2N)cc1 returned GSK3B inh 3.4, KCNK9 block inactive, KCNK3 inh inactive, RGS4 inh inactive, KCNQ1 block inactive, DYRK1A inh 2.1, hERG rescue -9.8, GSK3 alpha inh 1.3, RGS4 act inactive, KCNQ1 pot inactive and PolyA inh inactive.
Screening Cn1cccc1C(=O)NC(=O)CSc1nc2ccccc2s1 returned GSK3B inh -0.9, KCNK9 block inactive, KCNK3 inh inactive, RGS4 inh inactive, KCNQ1 block inactive, DYRK1A inh -2.4, hERG rescue -9.3, GSK3 alpha inh -6.9, RGS4 act inactive, KCNQ1 pot inactive and PolyA inh inactive.
Screening CSc1ccccc1NC(=O)CN1CC(C)OC(C)C1 (stereo not drawn) returned GSK3B inh -3.8, KCNK9 block inactive, KCNK3 inh inactive, RGS4 inh inactive, KCNQ1 block inactive, DYRK1A inh -0.6, hERG rescue -19.2, GSK3 alpha inh -1.6, RGS4 act inactive, KCNQ1 pot inactive and PolyA inh inactive.
For Cc1cc2c(=O)n(C)c(SCC(=O)c3cc4ccccc4o3)nc2s1 the results were GSK3B inh -0.3, KCNK9 block inactive, KCNK3 inh inactive, RGS4 inh inactive, KCNQ1 block inactive, DYRK1A inh -8.4, hERG rescue -8.1, GSK3 alpha inh -2.2, RGS4 act inactive, KCNQ1 pot inactive and PolyA inh inactive.
Screening Cn1cnnc1Sc1cc(N2CCN(S(=O)(=O)c3ccc(Cl)c(Cl)c3)CC2)ccc1[N+](=O)[O-] returned GSK3B inh -0.1, KCNK9 block inactive, KCNK3 inh inactive, RGS4 inh inactive, KCNQ1 block inactive, DYRK1A inh -9.9, hERG rescue -9.6, GSK3 alpha inh -1.5, RGS4 act inactive, KCNQ1 pot inactive and PolyA inh inactive.
Screening CCOC(=O)c1cnc2[nH]c3ccccc3n2c1=O returned GSK3B inh -1.8, KCNK9 block inactive, KCNK3 inh inactive, RGS4 inh inactive, KCNQ1 block inactive, DYRK1A inh -3.1, hERG rescue -7.9, GSK3 alpha inh -0.2, RGS4 act inactive, KCNQ1 pot inactive and PolyA inh inactive.
For CC(C)OC(=O)c1nnc(-c2ccccc2)nc1OC(C)C the results were GSK3B inh 0.6, KCNK9 block inactive, KCNK3 inh inactive, RGS4 inh inactive, KCNQ1 block inactive, DYRK1A inh 0.5, hERG rescue -4.7, GSK3 alpha inh -7.6, RGS4 act inactive, KCNQ1 pot inactive and PolyA inh inactive.
CC1CN(C(=O)c2ccccc2)c2ccccc2NC1=O (stereo not drawn) was read as GSK3B inh -1.9, KCNK9 block inactive, KCNK3 inh inactive, RGS4 inh inactive, KCNQ1 block inactive, DYRK1A inh -4.5, hERG rescue -1.2, GSK3 alpha inh -0.4, RGS4 act inactive, KCNQ1 pot inactive and PolyA inh inactive.
`Cc1cccc(NC2=C(Cl)C(=O)OC2NC(=O)c2ccccc2)c1` (stereo not drawn) gave GSK3B inh 2.4, KCNK9 block inactive, KCNK3 inh inactive, RGS4 inh inactive, KCNQ1 block inactive, DYRK1A inh -1.3, hERG rescue -6.8, GSK3 alpha inh -0.8, RGS4 act inactive, KCNQ1 pot inactive and PolyA inh inactive.
Screening O=C(O)/C=C/C(=O)OC1CC2CCC1C2 (stereo not drawn) returned GSK3B inh 0.4, KCNK9 block inactive, KCNK3 inh inactive, RGS4 inh inactive, KCNQ1 block inactive, DYRK1A inh -5.6, hERG rescue -13.6, GSK3 alpha inh -0.9, RGS4 act inactive, KCNQ1 pot inactive and PolyA inh inactive.
Screening O=C(NCCCn1ccnc1)c1noc2c1CCCC2 returned GSK3B inh -3.4, KCNK9 block inactive, KCNK3 inh inactive, RGS4 inh inactive, KCNQ1 block inactive, DYRK1A inh 6.7, hERG rescue -8.9, GSK3 alpha inh 0.9, RGS4 act inactive, KCNQ1 pot inactive and PolyA inh inactive.
Screening CCCCN1C(=O)Cc2c1nc(N)c1c(N)nc(N(CCC)CCC)c(C#N)c21 returned GSK3B inh -0.2, KCNK9 block inactive, KCNK3 inh inactive, RGS4 inh inactive, KCNQ1 block inactive, DYRK1A inh -0.8, hERG rescue -6.5, GSK3 alpha inh 2.8, RGS4 act inactive, KCNQ1 pot inactive and PolyA inh inactive.
`CCN(CC)S(=O)(=O)c1cc(NC(=O)CNc2c(C)n(C)n(-c3ccccc3)c2=O)ccc1C` gave GSK3B inh 6.4, KCNK9 block inactive, KCNK3 inh inactive, RGS4 inh inactive, KCNQ1 block inactive, DYRK1A inh -0.6, hERG rescue -5.6, GSK3 alpha inh 0.4, RGS4 act inactive, KCNQ1 pot inactive and PolyA inh inactive.
For COCCN1CCn2c(nc3cc([N+](=O)[O-])ccc32)C1 the results were GSK3B inh 1.8, KCNK9 block inactive, KCNK3 inh inactive, RGS4 inh inactive, KCNQ1 block inactive, DYRK1A inh -1.3, hERG rescue -5.2, GSK3 alpha inh 0.8, RGS4 act inactive, KCNQ1 pot inactive and PolyA inh inactive.
For Cc1ccc(/C=N/NC(=O)c2cccnc2)o1 the results were GSK3B inh 1.2, KCNK9 block inactive, KCNK3 inh inactive, RGS4 inh inactive, KCNQ1 block inactive, DYRK1A inh -2.4, hERG rescue -7.9, GSK3 alpha inh 2.9, RGS4 act inactive, KCNQ1 pot inactive and PolyA inh inactive.
`O=C(COC(=O)Cc1cn2ccsc2n1)NCc1ccc2c(c1)OCO2` gave GSK3B inh -2.6, KCNK9 block inactive, KCNK3 inh inactive, RGS4 inh inactive, KCNQ1 block inactive, DYRK1A inh 2.5, hERG rescue -15.8, GSK3 alpha inh -0.9, RGS4 act inactive, KCNQ1 pot inactive and PolyA inh inactive.
CC1(C)Cc2c(sc3[nH]c(=O)n(CC(=O)NCC4CCCO4)c(=O)c23)CO1 (stereo not drawn) was read as GSK3B inh 1.0, KCNK9 block inactive, KCNK3 inh inactive, RGS4 inh inactive, KCNQ1 block inactive, DYRK1A inh -3.7, hERG rescue -4.9, GSK3 alpha inh 1.0, RGS4 act inactive, KCNQ1 pot inactive and PolyA inh inactive.
Screening CN1CCN(c2ccccc2NC(=O)Cc2cn(C)c3ccccc23)CC1 returned GSK3B inh 1.8, KCNK9 block inactive, KCNK3 inh inactive, RGS4 inh inactive, KCNQ1 block inactive, DYRK1A inh 16.1, hERG rescue -9.4, GSK3 alpha inh 4.5, RGS4 act inactive, KCNQ1 pot inactive and PolyA inh inactive.
CCCCCCCNC1=CC(=O)CC(c2ccco2)C1 (stereo not drawn) was read as GSK3B inh 1.0, KCNK9 block inactive, KCNK3 inh inactive, RGS4 inh inactive, KCNQ1 block inactive, DYRK1A inh 0.3, hERG rescue -18.9, GSK3 alpha inh 1.9, RGS4 act inactive, KCNQ1 pot inactive and PolyA inh inactive.
Cc1c(-c2nc(N)nc(Nc3ccc(F)cc3)n2)oc2ccccc12 was read as GSK3B inh 1.9, KCNK9 block inactive, KCNK3 inh inactive, RGS4 inh inactive, KCNQ1 block inactive, DYRK1A inh -1.2, hERG rescue -9.6, GSK3 alpha inh -2.4, RGS4 act inactive, KCNQ1 pot inactive and PolyA inh inactive.
For COc1ccc(NC(=O)CSc2nnc(CC(=O)Nc3ccc(F)cc3)n2C)cc1 the results were GSK3B inh -4.2, KCNK9 block inactive, KCNK3 inh inactive, RGS4 inh inactive, KCNQ1 block inactive, DYRK1A inh 1.1, hERG rescue -2.5, GSK3 alpha inh -1.3, RGS4 act inactive, KCNQ1 pot inactive and PolyA inh inactive.
For Cc1ccc(NC(=O)CSc2cccc[n+]2[O-])c([N+](=O)[O-])c1 the results were GSK3B inh -2.4, KCNK9 block inactive, KCNK3 inh inactive, RGS4 inh inactive, KCNQ1 block inactive, DYRK1A inh -0.8, hERG rescue 0.3, GSK3 alpha inh -2.1, RGS4 act inactive, KCNQ1 pot inactive and PolyA inh inactive.
CN(Cc1ccccc1)C(=O)CCCn1c(=O)c2cccn2c2cccnc21 was read as GSK3B inh 3.2, KCNK9 block inactive, KCNK3 inh inactive, RGS4 inh inactive, KCNQ1 block inactive, DYRK1A inh -5.9, hERG rescue -6.3, GSK3 alpha inh -1.1, RGS4 act inactive, KCNQ1 pot inactive and PolyA inh inactive.
For O=C(NCCCN1CCOCC1)C1CC(=O)N(CCc2ccccc2)C1 (stereo not drawn) the results were GSK3B inh 5.3, KCNK9 block inactive, KCNK3 inh inactive, RGS4 inh inactive, KCNQ1 block inactive, DYRK1A inh 8.8, hERG rescue -7.5, RGS4 act inactive, KCNQ1 pot inactive and PolyA inh inactive.
Screening COc1ccccc1N(CC(=O)NCCc1ccccc1)S(C)(=O)=O returned GSK3B inh -0.3, KCNK9 block inactive, KCNK3 inh inactive, RGS4 inh inactive, KCNQ1 block inactive, DYRK1A inh 11.1, hERG rescue -9.2, GSK3 alpha inh -2.5, RGS4 act inactive, KCNQ1 pot inactive and PolyA inh inactive.
Screening COc1ccc(CNS(=O)(=O)c2c(C)[nH]c(C)c2C(=O)N2CCCCC2)cc1 returned GSK3B inh 2.5, KCNK9 block inactive, KCNK3 inh inactive, RGS4 inh inactive, KCNQ1 block inactive, DYRK1A inh -5.8, hERG rescue -9.8, GSK3 alpha inh 0.7, RGS4 act inactive, KCNQ1 pot inactive and PolyA inh inactive.
For Cc1ccc(-c2[nH]ncc2/C=C(\C#N)C(=O)NC2CCCCC2)cc1 the results were GSK3B inh -1.6, KCNK9 block inactive, KCNK3 inh inactive, RGS4 inh inactive, KCNQ1 block inactive, DYRK1A inh 12.5, hERG rescue -12.0, GSK3 alpha inh 2.6, RGS4 act inactive, KCNQ1 pot inactive and PolyA inh inactive.
Screening CN=C1c2cc3cc(OC)ccc3n2CCN1C returned GSK3B inh 0.7, KCNK9 block inactive, KCNK3 inh inactive, RGS4 inh inactive, KCNQ1 block inactive, DYRK1A inh 3.6, hERG rescue -5.6, GSK3 alpha inh -4.0, RGS4 act inactive, KCNQ1 pot inactive and PolyA inh inactive.

Bioassay records (PubChem)

An excerpt; rates above refer to the full screens.
